Abeta yeast res = qHTS for compounds that reverse cellular toxicity of Amyloid beta (A-beta) peptide in yeast: Primary Screen; yeast expressing A-beta42, growth rescue, OD600, 48 h; response scale: 0% DMSO, 100% iron-clioquinol control; AID 1347071, 2019; Potency, µM (highest dose often 46.1 µM), for the others: at the highest dose growth rescue, usual class: activators; hit rate 0.063% among 410,000; further: potency means the concentration at half of the fitted maximal effect; nearly all actives have a fitted effect of over 55% in size
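Yeast growth medium received pinned compounds, then yeast cells expressing toxic A-beta were added; plates incubated at 30 C for 48 hr. Growth read as absorbance at 600 nm, normalized to DMSO and equimolar FeCl3 plus clioquinol controls.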
FUS yeast rescue = qHTS for Suppressors of FUS Proteinopathy: Primary screen using FUS-linked yeast assay; S. cerevisiae FUS-expressing, growth rescue, OD600, 24 h; Potency, µM (highest dose often 76.6 µM), without a hit: top-dose growth rescue (activation), usual class: activators; hit rate 0.24% among 390,000; AID 1347120, 2019;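 further: potency means the concentration at half of the fitted maximal effect; plate controls were DMSO vehicle for no effect and reference control for full effect; nearly all actives have a fitted effect of over 55% in size; some results filed as inactive show a strong effect at the top dose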
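Compound concentration series was pinned onto galactose-induced FUS-expressing yeast seeded at OD 0.005. Plates sat 24hr at 30C; absorbance at 600 nm gave growth. DMSO served as background control.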
WRN helicase inh = qHTS for Inhibitors of WRN Helicase; WRN helicase unwinding, fluorescent forked duplex, kinetic; Potency, µM (titrated, usually from 114 µM), inactives show top-dose activity change, negative = inhibition, usual class: inhibitors; hit rate 0.46% among 360,000; AID 651768, 2012; further: potency means the concentration at half of the fitted maximal effect; on the % scale 0 is the no-effect control and ±100 the full control effect; nearly all actives have a fitted effect of over 55% in size
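Kinetic red-fluorescence monitoring (525/598 nm) tracks WRN helicase activity after 100 nM fluorophore-quencher forked duplex and 2 mM ATP are added to 20 nM enzyme pretreated 15 min at room temperature with compound.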
IL2 activator = qHTS of IL-2 Activators; IL-2 activation reporter assay, cell-based qHTS; stimulated with anti-CD3/CD4/CD28 beads; in transgenic mouse T cells; hit rate 0.065% among 360,000; activation, % (series mostly up to about 46 µM); in the data active means activation above about 50%; inconclusive means mostly about 30% to 49%; further: 0% is about no effect
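Readout: EGFP and DsRed signals by fluorescent plate cytometry. Unstimulated transgenic mouse T cells received compound 60 min before antibody-bead stimulation, then incubated 18 h at 37 degrees C.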
PI5P4K alpha inh = qHTS for Inhibitors of phosphatidylinositol 5-phosphate 4-kinase (PI5P4K) | PI5P4Kalpha enzyme, ADP-Glo luminescence, 60 min; active compounds read low | hit rate 1.2% among 330,000 | Phosphatidylinositol 5-phosphate 4-kinase type-2 alpha (Homo sapiens), P48426 | AID 652105, 2013 | max response, %; active means max response of -50% or lower; inconclusive means between -30% and -50%; inactive means -30% or higher; further: value at the top dose of about 77 µM; on the % scale 0 is the no-effect control and ±100 the full control effect
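Human PI5P4Kalpha with substrate in 0.038 M HEPES pH 7.4, 0.28 mM EGTA, 0.1% CHAPS, 5% DMSO; reaction started with 5 microM ATP (final), 60 min at room temperature. ADP formed read by ADP-Glo luminescence.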
EPAC1 antagonist = qHTS for Antagonist of cAMP-regulated guanine nucleotide exchange factor 3 (EPAC1): primary screen. Rap guanine nucleotide exchange factor 3 (Homo sapiens), O95398. EPAC1 GEF assay, Rap1b-BODIPY-GDP exchange fluorescence. Potency, µM (doses to about 115 µM), for inactives: top-dose activity change, negative = inhibition, most hits filed as inhibitors. hit rate 0.14% among 360,000;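 further: potency means the concentration at half of the fitted maximal effect; plate controls were vehicle for no effect and positive control for full effect; nearly all actives have a fitted effect of over 50% in size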
Target sequence (O95398 whole entry, looked up): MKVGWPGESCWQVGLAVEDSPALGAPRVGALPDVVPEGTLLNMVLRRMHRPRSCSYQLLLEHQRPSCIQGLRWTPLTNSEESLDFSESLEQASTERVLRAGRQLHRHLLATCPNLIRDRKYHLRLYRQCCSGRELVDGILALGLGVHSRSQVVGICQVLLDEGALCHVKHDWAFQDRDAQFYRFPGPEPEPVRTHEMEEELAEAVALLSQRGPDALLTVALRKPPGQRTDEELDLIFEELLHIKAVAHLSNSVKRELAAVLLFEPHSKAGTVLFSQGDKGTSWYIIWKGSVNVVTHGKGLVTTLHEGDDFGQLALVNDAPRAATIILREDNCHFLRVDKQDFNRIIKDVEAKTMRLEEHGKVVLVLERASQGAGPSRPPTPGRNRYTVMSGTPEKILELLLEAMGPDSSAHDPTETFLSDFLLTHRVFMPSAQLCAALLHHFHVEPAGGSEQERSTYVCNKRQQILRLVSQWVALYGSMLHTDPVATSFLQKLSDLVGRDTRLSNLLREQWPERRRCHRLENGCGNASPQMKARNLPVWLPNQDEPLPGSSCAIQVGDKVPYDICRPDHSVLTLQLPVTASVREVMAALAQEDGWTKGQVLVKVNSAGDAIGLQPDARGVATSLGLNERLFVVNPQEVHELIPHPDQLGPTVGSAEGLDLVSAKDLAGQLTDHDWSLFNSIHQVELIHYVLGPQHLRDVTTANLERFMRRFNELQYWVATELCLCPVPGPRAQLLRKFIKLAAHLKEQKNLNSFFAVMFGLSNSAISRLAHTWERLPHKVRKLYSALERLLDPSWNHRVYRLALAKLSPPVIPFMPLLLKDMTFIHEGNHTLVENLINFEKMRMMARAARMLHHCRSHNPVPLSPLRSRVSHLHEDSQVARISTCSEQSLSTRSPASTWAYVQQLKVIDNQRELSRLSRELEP
PLK1 PBD inh = qHTS for Inhibitors of PLK1-PDB (polo-like kinase 1 - polo-box domain): Primary Screen | Plk1 PBD binding of FITC phosphopeptide, fluorescence polarization | hit rate 2.8% among 360,000 | Serine/threonine-protein kinase PLK1 (Homo sapiens), P53350 | Potency, µM, inactives show max response, negative = inhibition, most hits filed as inhibitors; further: potency means the concentration at half of the fitted maximal effect; series mostly up to about 57 µM; on the % scale 0 is the no-effect control and ±100 the full control effect; nearly all actives have a fitted effect of over 65% in size
EPAC1 ag = qHTS for Agonist of cAMP-regulated guanine nucleotide exchange factor 3 (EPAC1): primary screen; Rap guanine nucleotide exchange factor 3 (Homo sapiens), O95398; EPAC1 agonist qHTS, biochemical assay; response scale: 100% = response to 6.5 mM cAMP; Potency, µM (top dose mostly 154 µM), for inactives: at the highest dose activation, hits mostly activators; hit rate 0.073% among 360,000; AID 720707, 2013; further: potency means the concentration at half of the fitted maximal effect; nearly all actives have a fitted effect of over 60% in size
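Compounds were pinned as a concentration titration into mixtures of EPAC1 (100 nM), BODIPY-GDP-loaded Rap1B (250 nM) and GDP (50 uM). After 5 min at room temperature, fluorescence was followed for 30 min; activity was scaled to 6.5 mM cAMP.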
* hit, by the source's call; ? = inconclusive; . = not tested or not shown; [ ] = another dose, or the depositor's remark. Unless noted, the call rests on the fitted dose curve; in most records, active means well fitted curve in the direction sought with a large enough effect; inconclusive means small, poorly fitted or top-dose-only effect, or another doubt; inactive means no such curve, though single readings can be large; an effect the other way counts as inactive or inconclusive.

SMILES | Abeta yeast res | FUS yeast rescue | WRN helicase inh | IL2 activator | PI5P4K alpha inh | EPAC1 antagonist | PLK1 PBD inh | EPAC1 ag
S=C(NC1CCCC1)NN1CCOCC1 | 17% | 1% | -5% | -3.1 | 3 | 8% | -14% | -3%
CCOC(=O)CNC(=O)Cn1cnc2c(cnn2-c2ccc(C)cc2)c1=O | -11% | 18% | 0% | -0.5 | 2 | 6% | 0% | 1%
Cc1ccc(NCc2nnc(SCC(=O)O)n2-c2ccc(C)cc2)cc1 | -10% | 20% | -32% | 1.4 | ? | -7% | -15% | -9%
c1ccn(-c2ccc(-c3ccn[nH]3)cc2)c1 | -12% | 9% | -5% | -0.2 | 12 | -7% | -4% | -2%
COc1cc(/C=C/C(=O)OCN2C(=O)c3ccccc3C2=O)ccc1OC(F)F | 4% | 0% | 1% | -0.6 | 0 | -13% | 0% | 17%
Cc1ccc(N(CC2CO2)S(=O)(=O)c2ccc(C)cc2)cc1 (stereo not given) | -9% | 3% | 5% | -0.1 | -1 | 11% | 3% | 4%
Cc1nc(SCC(=O)NCC2CCCO2)c2c3c(sc2n1)CCCC3 (stereo not given) | -4% | 11% | -11% | -1.2 | 10 | 7% | -18% | 5%
COc1ccc(/C=C/C(=O)c2ccccc2)cc1COc1ccc(F)cc1 | 19% | 3% | -2% | -2.0 | . | 6% | -3% | -1%
Cn1ccsc1=NC(=O)c1cccc(OC(F)F)c1 | 2% | -9% | 3% | 0.9 | -4 | 4% | -5% | 1%
COc1ccc(S(=O)(=O)N2CCC(C(=O)NCC(c3cccs3)N(C)C)CC2)cc1 (stereo not given) | -10% | 0% | 5% | -3.9 | 1 | 1% | -2% | 2%
Cc1ccc(N2CC(C(=O)Nc3cccnc3)CC2=O)cc1 (stereo not given) | 1% | 15% | 6% | -0.9 | . | -6% | -9% | 3%
COc1ccc(N(CC(=O)NC2CCCC2)C(=O)Cn2nnc(-c3ccc(F)cc3)n2)cc1 | 9% | 19% | 7% | 1.0 | -1 | -13% | -11% | 19%
c1ccc(-c2csc3ncn4cnnc4c23)cc1 | -16% | -5% | -8% | 3.3 | . | 4% | 0% | 7%
Cn1c(=O)c2c(nc(NCCO)n2CCCc2ccccc2)n(C)c1=O | -1% | -10% | 2% | 0.7 | 8 | -14% | 0% | 7%
CCCCNC(=S)N/N=C1\CCCCc2ccccc21 | ? | 27% | -2% | -3.8 | 2 | -1% | -30% | 0%
N#Cc1ccccc1OCC(=O)NC(=O)NCc1ccco1 | -8% | -11% | -11%[11.6 µM] | -0.8 | ? | 1% | -5% | -15%
COc1ccc(CCNC(=O)CN(c2ccccc2)S(C)(=O)=O)cc1OC | 2% | 4% | 0% | -1.0 | . | 0% | -1% | 1%
Cc1csc(NC(=O)CCCC(=O)c2ccccc2)n1 | -6% | 17% | 12% | -5.3 | 1 | -19% | 2% | -4%
CC(=O)Nc1ccc(NC(=O)C(C)OC(=O)c2cc(S(=O)(=O)N3CCOCC3)ccc2Cl)cc1 (stereo not given) | 3% | 2% | 2% | -2.9 | 11 | 7% | 2% | -3%
COc1ccc(C(=O)N2CCCCC2c2cc(C(=O)NCc3ccc(F)cc3)no2)cc1 (stereo not given) | -14% | ? | -3% | 1.1 | 1 | -1% | -1% | 4%
CCOc1ccc(S(=O)(=O)n2c([N+](=O)[O-])cnc2C)c(C)c1C | 11% | -14% | 5% | 1.3 | -8 | 0% | 4% | 12%
CC1CCCCN1C(=O)COC(=O)CSc1ccc(C(N)=O)cc1[N+](=O)[O-] (stereo not given) | -7% | -1% | 3% | -5.5 | 7 | 11% | -11% | -4%
Nc1ncnc2c1ncn2[C@@H]1O[C@H](COS(=O)(=O)O)[C@@H](O)[C@H]1O | 7% | -26% | 7% | -0.4 | -9 | 8% | 1% | -4%
CCOC(=O)c1cnc2c(C)cc(C)cc2c1Nc1ccc(S(=O)(=O)Nc2ncccn2)cc1 | -4% | 9% | 3% | 0.5 | 13 | -20% | -21% | 7%
CCC(C)C(N)C1=NC(C(=O)N[C@@H](CC(C)C)C(=O)N[C@H](CCC(=O)[O-])C(=O)N[C@H](C(=O)N[C@H]2CCCCNC(=O)[C@H](CC(N)=O)NC(=O)[C@@H](CC(=O)[O-])NC(=O)[C@H](Cc3cnc[nH]3)NC(=O)[C@@H](Cc3ccccc3)NC(=O)[C@H]([C@@H](C)CC)NC(=O)[C@@H](CCCN)NC2=O)[C@@H](C)CC)CS1.[Zn+2] (stereo not given in full) | 17% | ? | -23% | -0.7 | -4 | ? | -10% | -27%
SMILES | Abeta yeast res | FUS yeast rescue | WRN helicase inh | IL2 activator | PI5P4K alpha inh | EPAC1 antagonist | PLK1 PBD inh | EPAC1 ag
CC[N+](CC)(CC)C/C(N)=N/O | -6% | 24% | 3% | -0.2 | 2 | 21% | -7% | -1%
COc1ccc(N2CC(C(=O)O)CC2=O)cc1 (stereo not given) | 0% | -1% | -1% | -0.6 | . | 1% | -1% | 6%
COc1ccc(Cc2nnc(NC(=O)C3CC(=O)N(c4ccc(OC)cc4)C3)s2)cc1 (stereo not given) | 1% | 8% | -10% | -0.9 | -23 | -8% | -7% | -2%
Cc1nc(NCCN2CCOCC2)c2oc3ccccc3c2n1 | 2% | -13% | 3% | -0.4 | -4 | 2% | 1% | -4%
O=C(Cc1ccccc1)NN1CCCCC1 | -6% | -5% | -33% | -3.4 | 1 | -27% | -8% | 7%
CCc1ccc(C(=O)NNC(=O)C2CC(=O)N(Cc3ccccc3)C2)cc1 (stereo not given) | 7% | 10% | 5% | -0.6 | 2 | 3% | -13% | 5%
Cc1c(S(=O)(=O)Nc2ccc(Oc3ccccc3)cc2)c(=O)n(C)c(=O)n1C | -10% | 14% | 19% | 1.4 | 0 | 4% | -3% | 2%
O=C(Cc1cc(=O)[nH][nH]1)N/N=C/c1ccccc1[N+](=O)[O-] | 20% | . | 3% | -0.2 | -8 | -17% | -24% | 0%
N#CCCNc1ccc(OCCC#N)cc1 | 8% | -13% | 13% | 0.9 | -1 | -1% | -4% | 4%
COc1ccc(CCC(=O)NCc2cn3ccsc3n2)cc1 | -12% | 1% | 1% | -1.3 | . | 19% | -3% | -3%
Cc1[nH]c2ccc(C(=O)NCc3ccccn3)cc2c1C | 2% | 0% | 7% | -2.0 | 4 | -9% | -13% | -2%
Cc1cc2ccccn2c1C(=O)c1ccccc1F | 18% | -12% | -12%[57.1 µM] | 0.5 | 3 | -10% | -3% | 5%
O=C(Cc1ccc(NC(=O)C2CCN(C(=O)C3CCCCC3)CC2)cc1)Nc1cccc(C(=O)N2CCCCC2)c1 | 7% | 2% | 1% | -0.3 | -1 | 3% | -5% | -2%
O=C(NCc1ccccn1)c1cc(-c2ccc(-c3ccccc3)cc2)nc2ccccc12 | -9% | 28% | -2% | -0.4 | 1 | 1% | ? | 9%
CN(Cc1c(C(=O)N/N=C/c2cccc(F)c2)nnn1-c1nonc1N)c1ccccc1 | -6% | -10% | -4% | -0.6 | 8 | -15% | -2% | 0%
Cc1c(Nc2ncnc3c2cnn3-c2ccccc2)c(=O)n(-c2ccccc2)n1C | -10% | -12% | -8% | -1.2 | . | 12% | -14% | 8%
CCN1C(=O)/C(=C/c2ccc(C)s2)SC1=Nc1ccc(OC)cc1 | 11% | 2% | -7% | 4.4 | 15 | -6% | -3% | 4%
CCCN1C(=O)C(NS(=O)(=O)c2ccc(N)cc2)(C(F)(F)F)C(C(=O)OC)=C1C (stereo not given) | 10%[9.22 µM] | -45% | -21% | 3.7 | 4 | -15% | -1% | -3%
CCCCN(CC)C(=O)CN1C(=O)c2ccccc2C1=O | ? | -12% | -1% | -1.4 | 1 | 7% | -1% | -5%
Cc1ccc(C)c(N=Cc2c(O)c3ccccc3oc2=O)c1 | 3% | -3% | -31% | 3.1 | -2 | -6% | -9% | 7%
O=c1[nH]cnc2c1ccn2C1OC(CO)C(O)C1O (stereo not given) | -5% | -12% | 0% | -0.2 | 0 | 1% | -5% | -15%
O=C(O)c1ccccc1C(=O)c1cccc2c(Br)cccc12 | -14% | 22% | 5% | 1.4 | -5 | 2% | -6% | -10%
CCOc1ccc(OCC(=O)NCCS(=O)(=O)N2CCN(c3ccccc3)CC2)cc1 | -11% | 7% | 2% | -0.6 | 0 | 4% | 4% | -17%
CCc1c(N)nc(N)nc1Nc1ccccc1Cl | 1% | -4% | 8% | -0.3 | 2 | -1% | 3% | 0%
CCOC(=O)Cn1c2c(c(=N)c3c1CCC3)CCC2 | -13% | 26% | -5% | -0.3 | -5 | 14% | -6% | -9%
O=C(COC(=O)/C=C/c1ccc(OC(F)F)cc1)NCCN1C(=O)CSC1=O | -5% | 18% | 1% | 1.1 | 0 | -20% | ? | -6%
NC(=S)N/N=C/c1coc2cc(Cl)ccc2c1=O | -59%[inhibitor] | 9% | -6% | 1.4 | ? | 15% | -17% | 10%
O=C(Nc1ccc2c(c1)OCO2)c1cc(C2CCCCN2C(=O)c2ccc3c(c2)CCO3)on1 (stereo not given) | -8% | ? | -12% | -0.8 | 6 | -15% | -8% | 1%
CCOCCCNC(=O)c1c(C)[nH]c(C(=O)OCC)c1C | 5% | 20% | -10% | 0.0 | . | -3% | -10% | 8%

Compound profiles (already shown):
Cc1cc2ccccn2c1C(=O)c1ccccc1F is entered as Abeta yeast res: 18%; FUS yeast rescue: -12%; WRN helicase inh: -12%[57.1 µM]; IL2 activator: 0.5; PI5P4K alpha inh: 3; EPAC1 antagonist: -10%; PLK1 PBD inh: -3%; EPAC1 ag: 5%
CCOC(=O)Cn1c2c(c(=N)c3c1CCC3)CCC2 is entered as Abeta yeast res: -13%; FUS yeast rescue: 26%; WRN helicase inh: -5%; IL2 activator: -0.3; PI5P4K alpha inh: -5; EPAC1 antagonist: 14%; PLK1 PBD inh: -6%; EPAC1 ag: -9%
